DYRK1A inh: Dyrk1A (rat) kinase inhibition; Q63470; ADP-Glo luminescence, NFATc1 peptide; inhibition, % at 12.5 µM; 310,000 compounds, 0.43% hits; in the data active = inhibition above about 50%;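 also: plate controls were vehicle with enzyme for no effect and no enzyme for full effect; many of its hits are not listed in these tables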
RGS4 act: potentiators or activators of RGS4. HEK293 M3R/inducible RGS4, carbachol calcium flux Fluo4; active compounds read low. B-score at 10 µM. 310,000 compounds, 0.92% hits;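 active = B-score of the integrated calcium signal more than 4 SD below the library mean, with starting fluorescence not abnormally high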;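 also: negative B-score means reduced calcium response which marks RGS4 activation or potentiation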
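test system = HEK293 cells with stable M3R and inducible RGS4 | schedule = recording 10 s baseline at 1 Hz, 100 s post-agonist | technique = Fluo4-AM (2 µM) calcium-flux fluorescence, kinetic read | measure = Agonist-evoked peak-minus-minimum fluorescence over baseline, integrated ratio, B score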
KCNK3 block: human KCNK3 channel inhibition, primary screen. AID 602410. CHO-KCNK3 thallium flux, FluxOR fluorescence; active compounds read low. B-score at 10 µM. O14649. 340,000 compounds, 0.84% hits;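 active = B-score under library mean minus 4 SD, starting fluorescence ratio at most library mean plus 5 SD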;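 also: more negative B-score means stronger inhibition of thallium flux through KCNK3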
Target sequence (O14649 whole entry, looked up): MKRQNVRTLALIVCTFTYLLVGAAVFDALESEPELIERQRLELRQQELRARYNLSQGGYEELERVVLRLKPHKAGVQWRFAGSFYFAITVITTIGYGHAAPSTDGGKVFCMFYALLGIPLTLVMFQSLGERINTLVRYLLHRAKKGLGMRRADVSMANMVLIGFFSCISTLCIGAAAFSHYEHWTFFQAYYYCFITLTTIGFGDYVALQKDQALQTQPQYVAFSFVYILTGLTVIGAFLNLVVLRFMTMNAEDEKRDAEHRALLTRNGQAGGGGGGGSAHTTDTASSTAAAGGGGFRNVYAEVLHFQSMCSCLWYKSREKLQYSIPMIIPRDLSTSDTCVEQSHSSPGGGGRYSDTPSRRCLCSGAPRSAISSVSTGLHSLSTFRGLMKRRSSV
KCNQ1 pot: potentiators or activators of human KCNQ1 potassium channel; 310,000 compounds, 0.35% hits; B-score at 10 µM; P51787; CHO-K1 KCNQ1, thallium flux FluxOR fluorescence; active compounds read high;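 active = fluorescence ratio B-score, a plate-corrected score, at least three library SD, with initial intensity B-score within 5 SD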
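Assay system: CHO-K1 cells stably expressing KCNQ1. Medium: assay buffer for compound exposure, DMSO matched across wells. Timing: 37 °C overnight plating, 90-min dark dye load, 20-min compound pretreatment. Signal: kinetic FluxOR fluorescence, 10 s baseline plus 110 s post-stimulus.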
GSK3A inh: inhibitors of human GSK-3 alpha kinase; AID 2650; 320,000 compounds, 0.1% hits; inhibition, % at 10 µM; ADP-Glo luminescence, 60 min;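 in the data active = inhibition above about 50%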;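 also: GST-tagged GSK-3 alpha with peptide substrate and 25 µM ATP; 0% = DMSO neutral wells and 100% = GW8510 positive control wells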
GSK3B inh: blocks human GSK3beta kinase activity; 300,000 compounds, 0.038% hits; P49841; activity score (negative = inhibition), % at 10 µM; GST-GSK3beta kinase, ADP-Glo luminescence, 60 min; active compounds read low; AID 2097;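 active = more than half of replicate wells score below -50%, meaning over 50% inhibition versus plate controls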;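 also: 0% = median DMSO wells and -100% = median GW8510 positive control wells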
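Test system: GST-tagged human GSK3beta kinase, cell-free; evaluation: activity score scaled between in-plate DMSO and GW8510 controls; measured by: ADP-Glo luminescence; incubation: 60 min reaction, RT; benchmarks: DMSO and 20 µM GW8510; reagent: peptide substrate plus 25 µM ATP (final); medium: Tris/MgCl2 kinase buffer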
KCNQ1 block: inhibitors of human KCNQ1 potassium channel | CHO-K1 KCNQ1, FluxOR thallium flux fluorescence; active compounds read high | P51787 | AID 2642 | 310,000 compounds, 1.3% hits | B-score at 10 µM;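 active = compounds whose thallium flux B-score, printed positive for inhibition, exceeds three library SD while starting fluorescence stays within three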;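 also: channel opened by potassium depolarization with thallium stimulus after 20 min compound exposure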
KCNK9 inh: inhibitors of human KCNK9 two-pore domain potassium channel | Q9NPC2 | HEK293 KCNK9, FluxOR thallium flux fluorescence; active compounds read low | B-score at 10 µM | 310,000 compounds, 1.2% hits;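 active = ratio B-score over 3 SD below the library mean, with starting fluorescence within 5 SD of its mean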;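 also: negative B-score means less thallium flux so channel inhibition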
Target sequence (Q9NPC2 whole entry, looked up, the tested form may be a part): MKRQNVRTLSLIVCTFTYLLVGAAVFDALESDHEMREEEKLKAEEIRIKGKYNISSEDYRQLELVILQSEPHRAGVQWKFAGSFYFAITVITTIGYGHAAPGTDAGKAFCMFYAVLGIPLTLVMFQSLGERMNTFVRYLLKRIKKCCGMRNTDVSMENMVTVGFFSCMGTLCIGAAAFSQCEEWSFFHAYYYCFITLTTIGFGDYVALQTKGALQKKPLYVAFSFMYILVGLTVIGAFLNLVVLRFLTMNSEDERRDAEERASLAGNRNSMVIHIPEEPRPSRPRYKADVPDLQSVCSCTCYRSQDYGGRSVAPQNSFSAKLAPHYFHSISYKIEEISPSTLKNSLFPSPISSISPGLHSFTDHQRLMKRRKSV
hERG protect: shields human hERG channel from block by proarrhythmic agents. Q12809. CHO-hERG, FluxOR thallium flux, dofetilide IC70 present. activation (rescue from dofetilide block), less the hit threshold, % at 10 µM. 310,000 compounds, 0.51% hits. AID 1511;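 active = activation above the mean of controls blocked by dofetilide plus 5 SD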;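 also: thallium influx through hERG after potassium depolarization seen as dye fluorescence rise; in these data hits start at about 4.7%; inactives centre near -7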
PolyA inhibitor: inhibitors of polyadenylation in S. cerevisiae; calls only at 12 µM; 300,000 compounds, 0.02% hits; S. cerevisiae SKY197-pL101 polyadenylation reporter, beta-gal luminescence; efflux-impaired pdr1/pdr3 knockout yeast; score 100 = 6 SD above DMSO;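 active = lowest replicate activity score at least 50, where 100 means six control SD above control mean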;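 also: yeast exposed to compound for 9 h at 30 °C; higher score means more reporter readthrough which indicates perturbed polyadenylation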
RGS4 block: inhibitors of human RGS4; HEK293 M3R/RGS4 inducible, Fluo-4 calcium flux; active compounds read high; triggered by carbachol at its EC20; B-score at 10 µM; 310,000 compounds, 0.45% hits;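 active = B-score, a plate-corrected calcium signal, over three deviations above library mean, with baseline fluorescence within five deviations of library mean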;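 also: RGS4 expression induced by doxycycline in cells with stable M3 receptor; B-score is computed from the integrated fluorescence ratio over baseline after carbachol; higher B-score means a larger calcium signal and so more RGS4 inhibition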
Target sequence (P49798 whole entry, looked up): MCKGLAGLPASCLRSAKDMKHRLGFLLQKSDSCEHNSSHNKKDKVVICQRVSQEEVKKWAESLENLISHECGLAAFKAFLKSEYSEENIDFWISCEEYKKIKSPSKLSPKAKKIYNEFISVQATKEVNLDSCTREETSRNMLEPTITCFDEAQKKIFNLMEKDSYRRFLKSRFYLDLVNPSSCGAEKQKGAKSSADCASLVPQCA
* = called active by the depositor; i = inactive; · = not tested or not shown. This is a subset; rates above refer to the full screens.

SMILES	DYRK1A inh	RGS4 act	KCNK3 block	KCNQ1 pot	GSK3A inh	GSK3B inh	KCNQ1 block	KCNK9 inh	hERG protect	PolyA inhibitor	RGS4 block
CCc1ccc(-n2c(O)c(C(C)=O)c(=O)[nH]c2=O)cc1 (tested in a mixture with another compound)	1	i	i	i	4	-3	i	i	-4	i	i
CC(C)n1c(=O)c(C=Nc2ccc(Cl)cc2)c(O)n(Cc2ccco2)c1=O	·	i	·	i	-1	0	i	i	-8	·	i
C=CCn1c(O)c(/C=N/NC(=O)c2ccncc2)c(=O)[nH]c1=O	·	i	i	i	1	4	i	i	-7	i	i
Cc1c(C)c2cc(Cl)c(OCC(=O)N3C[C@H]4C[C@@H](C3)c3cccc(=O)n3C4)cc2oc1=O	-10	i	i	i	-2	1	i	i	-8	i	i
COc1cccc(OC)c1C(=O)NC(=S)N1C[C@H]2C[C@H](C1)c1cccc(=O)n1C2	7	i	i	i	-1	2	i	i	-6	i	i
CCOCCCNC(=O)CN1C2CCC1CC(O)(c1ccc(OC)cc1)C2 (stereo not given)	-6	i	i	i	0	2	i	i	-5	i	i
O=CC(Cl)P(=O)(N1CCCCC1)N1CCCCC1 (stereo not given)	-1	i	i	i	-2	-1	i	i	-1	i	i
COc1ccccc1-n1c(-c2ccoc2)nc2ccccc2c1=O	11	i	i	i	2	3	i	i	-4	·	i
CCCC(C)C(=O)NC1CCSC1=O (stereo not given)	2	i	i	i	-5	1	i	i	-3	i	i
CSc1ncc(/C=C2/C(=O)NC(=O)N(C)C2=O)cn1	-12	i	i	i	-4	3	i	i	-6	i	i
CC1NCCC2(O)CCCCC12 (stereo not given)	2	i	i	i	-1	1	i	i	-1	i	i
Oc1ccccc1C1NCc2ccccc2-n2cccc21 (stereo not given)	3	i	i	i	2	5	i	i	-3	i	i
S=P(Nn1cnnc1)(c1ccc(Br)cc1)c1ccc(Br)cc1	0	i	i	i	-2	0	i	i	-10	i	i
CCOP(=S)(OCC)Oc1cc(C)oc(=O)c1	-2	i	i	i	-2	-7	i	i	-6	i	i
CC(C)C(=O)Nc1ccc(S(=O)(=O)N2CC3CC(C2)c2cccc(=O)n2C3)cc1 (stereo not given)	12	i	i	i	0	3	i	i	-8	i	i
C[N+]1(CC2COC(c3ccco3)O2)CCCCC1 (stereo not given)	0	i	i	i	-2	1	i	i	-4	i	i
CC(=NCCCO)c1c(O)n(Cc2ccccc2)c(=O)[nH]c1=O	4	i	i	i	-1	2	i	i	-7	i	i
CN(C)c1ccc(C(=O)N/N=C/C23CC[C@@H](O)CC2(O)CC[C@@H]2[C@@H]3CCC3(C)C(C4=CC(=O)OC4)CCC23O)cc1 (stereo not given in full)	7	i	i	i	-1	-3	i	i	-12	i	i
CC1=C[C@@H]2c3cccc4[nH]cc(c34)C[C@H]2N(C)C1	21	i	i	i	-1	0	i	i	-13	i	i
c1ccc(-c2nnc(C3CC(c4cccnc4)=NO3)o2)cc1 (stereo not given)	-5	i	i	i	-3	1	i	i	-5	i	i
Cc1ccc2c(c1)cc1c(=O)n(CC(=O)N3CCC4(CC3)OCCO4)nc(C)n12	-1	i	i	i	-1	2	i	i	-4	i	i
Cc1ccccc1NC1(C#N)CCCCC1	0	i	i	i	-1	1	i	i	-1	i	i
COc1ccccc1CCNC1CCCCCC1	-5	i	i	i	1	3	i	i	-1	i	i
CCc1n[nH]c(CCN)n1	-14	i	i	i	-1	3	i	i	-5	i	i
O=P(O)(Oc1ccccc1)OC(c1ccccc1)C(F)(F)F (stereo not given)	6	i	i	i	-1	-1	i	i	-1	i	i
CC(C)(C)C(O)C(Oc1ccc(Cl)cc1)n1cncn1 (stereo not given)	1	i	i	i	-3	5	i	i	-5	i	i
CN1CC(C(=O)c2ccc(Cl)cc2)C(c2ccc(Cl)cc2Cl)C1 (stereo not given)	-3	i	i	i	2	-3	i	i	-16	i	i
Cc1cccc(NC2=NCCCS2)c1	·	i	i	i	-1	4	i	i	-3	i	i
CC(C)C(=O)Nc1ccc(N2CCN(C)CC2)c(F)c1	4	i	i	i	-1	2	i	i	-1	i	i
O=c1[nH]c(=S)n(Cc2ccc(F)cc2)c(O)c1C=NCCCn1ccnc1	-2	i	i	i	4	-1	i	i	-11	i	i
O=c1[nH]c(=O)n(C2CCCCCC2)c(O)c1C=NCc1cccnc1	-3	i	i	i	17	2	i	i	-13	i	i
O=C(Nc1ccc(Cl)cc1)OC1CN2CCC1CC2 (stereo not given)	2	i	i	i	-3	-4	i	i	-10	i	i
N#Cc1c(Cl)nc(Cl)c2c1CCN(Cc1ccccc1)C2	-5	i	i	i	14	1	i	i	-18	i	i
CCCCn1c(O)c(/C=N/N2CCOCC2)c(=O)[nH]c1=S	·	i	i	i	16	2	i	i	-3	i	i
Cn1c(O)c(C(=N)COc2ccccc2)c(=O)n(C)c1=O	-5	i	i	i	0	2	i	i	-8	i	i
O=C(Cn1cc(C(=O)c2ccccc2F)c2ccccc21)NC1CC1	·	i	i	i	-2	·	i	i	-12	i	i
COC(=O)c1ccccc1NC(=O)N1C[C@@H]2C[C@@H](C1)c1cccc(=O)n1C2	9	i	i	i	-1	1	i	i	-4	i	i
Cc1ccc(-n2c(O)c(C=Nc3ccc(Br)cn3)c(=O)[nH]c2=O)cc1	-1	i	i	i	3	2	i	i	-11	i	i
COc1cccc(C2(O)CCN(Cc3ccncc3)CC2)c1	-3	i	i	i	-2	4	i	i	-8	i	i
COc1ccc(N2C(=O)NC(=O)/C(=C/c3ccc4c(c3)Cc3ccccc3-4)C2=O)cc1	·	i	·	i	-6	·	i	i	-5	i	i
COc1ccc(CN2C(=O)NC(=O)/C(=C\c3ccco3)C2=O)cc1	-1	i	i	i	-1	3	i	i	-2	i	i
O=C(C1CCN(S(=O)(=O)c2ccccc2)CC1)N1CCC2(CC1)OCCO2	0	i	i	i	4	5	i	i	-5	i	i
CCCCc1ccc2[nH]cc(CCN)c2c1	-1	i	i	i	-4	-1	i	i	-5	i	i
CCOC(=O)CNC(=O)CSP(=S)(OCC)OCC	0	i	i	i	-2	2	i	i	-8	i	i
Nc1c(C(=O)NCCc2ccccc2)c2nc3ccccc3nc2n1CCN1CCOCC1	-2	i	i	i	5	2	i	i	-10	i	i
COc1ccc(C(=O)N2C[C@H]3C[C@@H](C2)c2cccc(=O)n2C3)cc1OC	0	i	i	i	1	0	i	i	-7	i	i
C[N+]12CCC(CC1)C(C#N)(N1CCOCC1)C2 (stereo not given)	1	i	i	i	-1	3	i	i	-15	i	i
Cn1c(O)c(/C=N/N2CCOCC2)c(=O)n(C)c1=S	3	i	i	i	0	5	i	i	-2	i	i
Cc1ccc(-c2cc(-c3ccc(C)cc3)[n+](-c3ccc(C(=O)[O-])cc3)c(-c3ccc(C)cc3)c2)cc1	11	i	i	i	0	-6	8*	i	-47	i	i
CCc1ccccc1NC(=O)CNC1CCCCC1	-3	i	i	i	1	-5	i	i	-7	i	i
CC(N)C(=O)c1ccco1 (stereo not given)	2	i	i	i	-4	1	i	i	1	i	i
CN(C)C(Cc1ccccc1)C(=O)c1c[nH]c2ccccc12 (stereo not given)	3	i	i	i	0	0	i	i	-6	i	i
O=C(c1ccccc1)c1ccccc1N=Cc1c(O)[nH]c(=O)[nH]c1=O	·	i	i	i	-1	-2	i	i	-8	i	i
O=C1NC(=S)N(c2ccc(Br)cc2)C(=O)/C1=C/N1CCN(C(=O)c2ccco2)CC1	4	i	i	i	0	-2	i	i	-11	i	i
CN(C)P(=S)(Nc1ccccc1)C(Cl)(Cl)Cl (stereo not given)	-3	i	i	i	1	2	i	i	-13	i	i
CN1c2ccc([N+](=O)[O-])cc2CC2(C(=O)NC(=O)NC2=O)C1c1ccccc1 (stereo not given)	2	i	i	i	2	-1	i	i	-11	i	i
Cc1nn(Cc2ccccc2)c(C)c1C(=O)OCC(=O)Nc1cc(S(C)(=O)=O)ccc1Cl	7	i	i	i	-3	2	i	i	2	i	i
Cc1nn(Cc2c(Cl)cccc2Cl)c(Cl)c1C(=O)O	-7	i	i	i	-3	2	i	i	-19	i	i
CCCCC(=O)N/N=C/c1c(O)n(CCc2ccccc2)c(=O)[nH]c1=O	·	i	i	i	0	3	i	i	-13	i	i
CCCCn1c(=O)c(C(=O)Nc2ccccc2S(N)(=O)=O)c(O)c2ccccc21	4	i	i	i	-2	-2	i	i	-4	i	i
(continued)
SMILES	DYRK1A inh	RGS4 act	KCNK3 block	KCNQ1 pot	GSK3A inh	GSK3B inh	KCNQ1 block	KCNK9 inh	hERG protect	PolyA inhibitor	RGS4 block
CCN(CC)C(=O)c1ccc2c(c1)C1C(Cl)C(Sc3ccccc3[N+](=O)[O-])CC1C(C(=O)O)N2 (stereo not given)	3	i	i	i	·	0	i	i	-15	i	i
COc1ccccc1N1CCN(Cc2ccc(SC)cc2)CC1	10	i	i	i	-1	3	i	i	-4	i	i
COc1ccc(-c2nc(CS(=O)CC(=O)N3CCC4(CC3)OCCO4)c(C)o2)cc1 (stereo not given)	2	i	i	i	2	3	i	i	-9	i	i
CSCc1nnc2n1-c1ccc(Cl)cc1C(c1ccccc1)=NC2	-7	i	i	i	0	-1	i	i	-4	i	i
O=C(c1ccccc1F)c1cn(CC(=O)N2CCCC2)c2ccccc12	3	i	i	i	-1	2	i	i	-11	i	i
O=c1[nH]c(O)c(C=Nc2cc(F)cc(F)c2)c(=O)[nH]1	-10	i	i	i	2	3	i	i	-11	i	i
CCOC(=O)C1=C(N)OC2=C(C(=O)CCC2)C12C(=O)N(C)c1ccccc12 (stereo not given)	8	i	i	i	-2	3	i	i	-2	i	i
COC(=O)C1=CO[C@H](C)[C@H]2CN3CC[C@@]4(C(=O)Nc5ccccc54)[C@@H]3C[C@H]12	8	i	i	i	3	2	i	i	-6	i	i

Assay outcomes (PubChem)
